# PME-1 Maybridge – inhibitors of human PME-1 in Maybridge library. 16,000 compounds, 0.5% hits. recombinant PME-1, FP-Rh probe fluorescence polarization. Protein phosphatase methylesterase 1 (Homo sapiens), Q9Y570. inhibition, % at 9 µM. AID 2291, 2010; in the data active = inhibition above about 30%
# Target sequence (Q9Y570 whole entry, looked up): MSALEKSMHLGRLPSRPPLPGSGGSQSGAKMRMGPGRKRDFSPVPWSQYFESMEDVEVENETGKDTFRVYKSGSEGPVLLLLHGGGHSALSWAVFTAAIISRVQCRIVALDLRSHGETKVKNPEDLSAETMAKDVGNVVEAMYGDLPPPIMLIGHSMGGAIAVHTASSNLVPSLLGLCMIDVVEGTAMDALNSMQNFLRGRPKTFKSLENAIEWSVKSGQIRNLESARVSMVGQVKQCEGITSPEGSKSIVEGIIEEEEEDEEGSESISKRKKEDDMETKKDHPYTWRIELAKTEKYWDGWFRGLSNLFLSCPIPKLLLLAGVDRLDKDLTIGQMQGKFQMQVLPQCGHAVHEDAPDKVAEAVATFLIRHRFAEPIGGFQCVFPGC
# rat GALR2 ag – agonists of rat galanin receptor 2 (GALR2) | Galanin receptor type 2 (Rattus norvegicus), O08726 | cell-based GALR2 agonist screen | activation, % at 10 µM | 16,000 compounds, 0.5% hits; in the data active = activation above about 15%
# S1P1 ag – activates the human S1P1 receptor | S1P1 agonist cell-based reporter assay | activation, % at 4.5 µM | 16,000 compounds, 1.5% hits; in the data active = activation above about 80%
# luminol inh ctr – counter-screen for Nox1 inhibitors: inhibitors of luminol chemiluminescence. HRP/luminol/H2O2 chemiluminescence counterscreen. AID 1823, 2009. 16,000 compounds, 0.4% hits. inhibition, % at 6.7 µM; note: reference of the scale not given here
# KOR antag MB – antagonists of human kappa opioid receptor OPRK1, Maybridge library; AID 652031, 2013; 16,000 compounds, 0.4% hits; inhibition, % at 9 µM; OPRK1 cells, antagonist mode, fluorescence readout; Kappa-type opioid receptor (Homo sapiens), P41145; in the data active = inhibition above about 50%
# TLR4-MyD88 inh – inhibitors of human TLR4-MyD88 binding; Cell-based TLR4-MyD88 binding inhibition assay; Toll-like receptor 4 (Homo sapiens), O00206; inhibition, % at 10 µM; 16,000 compounds, 0.06% hits; in the data active = inhibition above about 45%
# Nox1 inh – inhibitors of human NADPH oxidase 1 (Nox1); Q9Y5S8; AID 1792, 2009; 16,000 compounds, 0.81% hits; inhibition, % at 6.7 µM; HT29 cells, luminol chemiluminescence ROS
# Target sequence (Q9Y5S8 whole entry, looked up): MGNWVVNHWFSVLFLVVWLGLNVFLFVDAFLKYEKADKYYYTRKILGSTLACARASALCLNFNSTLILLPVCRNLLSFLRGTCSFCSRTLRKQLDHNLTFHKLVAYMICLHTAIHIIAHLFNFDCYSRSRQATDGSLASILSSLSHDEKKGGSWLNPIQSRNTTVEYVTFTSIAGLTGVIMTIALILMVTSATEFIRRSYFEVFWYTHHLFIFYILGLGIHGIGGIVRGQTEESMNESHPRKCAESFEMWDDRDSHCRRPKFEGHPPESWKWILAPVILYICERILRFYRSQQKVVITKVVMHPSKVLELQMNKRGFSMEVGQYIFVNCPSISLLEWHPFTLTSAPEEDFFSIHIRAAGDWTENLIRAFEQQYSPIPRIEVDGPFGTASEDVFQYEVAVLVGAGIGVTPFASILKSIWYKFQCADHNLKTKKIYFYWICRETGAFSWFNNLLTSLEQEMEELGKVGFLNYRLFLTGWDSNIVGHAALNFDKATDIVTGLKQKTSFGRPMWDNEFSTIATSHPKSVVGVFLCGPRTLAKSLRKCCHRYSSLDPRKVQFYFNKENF
# NOTCH agonist – agonists of NOTCH signaling; 15,000 compounds, 0.4% hits; NOTCH signaling luciferase reporter cells, luminescence; activation, % at 2.5 µM; in the data active = activation above about 2.2%
# Active calls of the source: *; · = not tested or not shown. Cut-off read from the data, not from the text of the source, unless noted: active = inhibition above about 75%; inactive = the rest.
molecule	PME-1 Maybridge	rat GALR2 ag	S1P1 ag	luminol inh ctr	KOR antag MB	TLR4-MyD88 inh	Nox1 inh	NOTCH agonist
CC1c2ccsc2CCN1C(=O)c1csc([N+](=O)[O-])c1 (stereo not drawn)	-4	-7	12	2	5	7	-71	-0.4
CCOC(=O)C(=CNc1sccc1C(=O)OC)C(=O)OCC	0	0	-11	2	-38	7	-46	-0.2
COc1ccc2cc(C(=O)/C=C/N(C)C)ccc2c1	-3	-4	2	5	25	-5	-68	-0.4
CCOC(=O)c1c(Nc2c(C)cccc2C)sc(C(=O)c2ccc(Br)cc2)c1N	1	-11	4	0	-7	·	-3	-0.2
COC(=O)Cc1nc(-c2ccccc2)oc1C	3	-5	7	1	8	4	-50	-0.8
C=CCC1CC(=O)N(c2ccc(Cl)cc2)C1=O (stereo not drawn)	-3	-7	2	3	-1	0	-29	-0.4
O=C(CN1C(=O)c2ccccc2C1=O)NCc1ccsc1	1	-6	-1	2	3	14	-77	-1.0
Nc1nc(-c2ccncc2)ncc1S(=O)(=O)c1ccc(C(F)(F)F)cn1	-5	-3	-18	3	-19	0	-58	-0.6
Cc1cccc(NC(=S)N2CCOC2c2ccsc2)c1 (stereo not drawn)	2	-5	1	-2	8	2	-20	-5.3
CC(C)(C)OC(=O)N1CCC(CNC(=O)c2ccno2)CC1	3	-4	-7	-6	-1	2	-44	0.6
Cc1csc(-c2cn(C(C)C)c(=O)n(CC(=O)NN)c2=O)n1	-3	-8	-2	2	-10	6	-23	0.0
COC(=O)c1cc(=O)n2ccccc2c1C#N	-1	-4	1	3	4	-6	-5	-0.5
Cc1ccc(OCC(O)NNC(=O)OC(C)(C)C)cc1C (stereo not drawn)	1	-5	-23	-1	-8	2	-3	0.4
CC(C)NC(=O)n1nccc1-c1ccc([N+](=O)[O-])cc1Cl	6	-4	-14	-3	1	-8	25	0.1
O=S(=O)(Nc1ccccc1SCc1ccc2nonc2c1)c1cccs1	16	-8	34	-1	-25	1	-34	-0.7
N#CCCN(Cc1cccnc1)C(=S)Nc1ccc(F)cc1	0	-5	-9	-1	11	11	-40	-0.5

# Of the compounds above, these have a tert-butyl group.
molecule	PME-1 Maybridge	rat GALR2 ag	S1P1 ag	luminol inh ctr	KOR antag MB	TLR4-MyD88 inh	Nox1 inh	NOTCH agonist
CC(C)(C)OC(=O)N1CCC(CNC(=O)c2ccno2)CC1	3	-4	-7	-6	-1	2	-44	0.6
Cc1ccc(OCC(O)NNC(=O)OC(C)(C)C)cc1C (stereo not drawn)	1	-5	-23	-1	-8	2	-3	0.4

# The listing continues:
molecule	PME-1 Maybridge	rat GALR2 ag	S1P1 ag	luminol inh ctr	KOR antag MB	TLR4-MyD88 inh	Nox1 inh	NOTCH agonist
Cc1ccc(C)n1-c1sccc1C(=O)NN	-2	-3	-10	2	-13	-1	-114	0.1
CC(=O)c1cnc2cc(C)nn2c1C	0	-4	-32	1	-2	-6	16	-0.1
O=S(=O)(Cc1noc(-c2ccc(OC(F)(F)F)cc2)n1)Cc1ccco1	-6	-6	-4	4	15	3	-15	-0.2
CN(C)/C=C(\Sc1ccc(Cl)cc1)C(=O)c1ccc(Cl)cc1	3	-2	13	1	-23	1	-38	0.5
COc1nc(C)cc(C)c1C(N)=O	-2	-5	-4	-4	2	9	-32	-0.5
N#Cc1ccc(CN=C(N)N=C(N)N)cc1	1	-5	6	2	14	6	-48	-0.2
CC(C)C(NS(=O)(=O)c1ccccc1)C(=O)O (stereo not drawn)	-1	-8	3	1	9	5	-72	-0.7
Cn1c(N)c(C(C[N+](=O)[O-])c2ccco2)c(=O)n(C)c1=O (stereo not drawn)	3	-6	-5	3	3	-4	-7	0.7
CN(C)C=NC(=S)c1ccc(-c2cccs2)s1	1	-6	4	-4	-24	-6	-2	0.0
COc1cc(NC(=O)/C=C/c2ccccc2Cl)c(OC)cc1Cl	-17	-8	45	4	14	-1	-4	-0.8
Cc1ccc(=O)n(Cc2ccc([N+](=O)[O-])cc2)n1	6	-7	-7	-5	2	-4	-7	0.8
Cc1ccc(C)n1-c1ncccc1O	-5	-2	-3	4	4	5	-53	-0.8
O=C(c1ccco1)n1ccc(-c2cccs2)n1	11	-5	-3	-5	5	-9	-23	-0.1
c1ccc(CN(Cc2ccccc2)c2c3c(nc4ncnn24)CCC3)cc1	3	-8	10	2	13	-11	-29	-0.4
O=C(O)CCCc1ccc2ccc3cccc4ccc1c2c34	11	-5	7	-3	-7	0	20	-0.9
Cc1nn(CC(=O)NOC(=O)c2ccccc2F)c(C)c1[N+](=O)[O-]	10	-7	9	-5	8	6	11	-0.8
C/C(=N\OC(=O)c1cc2ccccc2s1)c1cc[nH]c1	1	-5	6	2	3	5	-46	-0.3
COc1cc(-c2onc3ccc(Cl)cc23)ccc1O	1	-4	19	-13	33	19	-83	-0.1
CN(n1cnc2ccccc2c1=O)S(=O)(=O)c1cc(Cl)sc1Cl	1	-5	44	-1	4	1	-35	-0.4
NC(=S)NCc1ccc(F)cc1	-1	-5	-12	5	8	1	-53	-0.4
Cc1nc(C(F)(F)F)ccc1C(=O)NCCc1cccs1	4	-4	-1	-1	1	4	-47	0.0
Cc1onc(-c2c(Cl)cccc2Cl)c1C(=O)NC(C#N)c1ccc2c(c1)OCO2 (stereo not drawn)	4	-5	-1	-4	-3	-8	12	-0.8
Nc1cc(-c2ccc(Cl)cc2)nn1-c1ccc(F)cc1	0	-6	-10	3	-20	-37	-21	1.0
FC(F)(F)c1ccc(-c2nc(=S)[nH][nH]2)cc1	1	-3	3	3	1	2	-29	-0.7

# Filtered by structure, those above containing an aryl thioether with sulfur outside any ring
molecule	PME-1 Maybridge	rat GALR2 ag	S1P1 ag	luminol inh ctr	KOR antag MB	TLR4-MyD88 inh	Nox1 inh	NOTCH agonist
O=S(=O)(Nc1ccccc1SCc1ccc2nonc2c1)c1cccs1	16	-8	34	-1	-25	1	-34	-0.7
CN(C)/C=C(\Sc1ccc(Cl)cc1)C(=O)c1ccc(Cl)cc1	3	-2	13	1	-23	1	-38	0.5

# (list continues)
molecule	PME-1 Maybridge	rat GALR2 ag	S1P1 ag	luminol inh ctr	KOR antag MB	TLR4-MyD88 inh	Nox1 inh	NOTCH agonist
COC(=O)C1=CC(C(=O)c2cccs2)=NN(c2ccccc2)C1C(=O)OC (stereo not drawn)	0	-7	-2	8	11	4	-19	0.8
CC(C)CC1NC(=O)N(Cc2ccc([N+](=O)[O-])cc2)C1=O (stereo not drawn)	3	-9	8	-2	-6	0	-23	-0.4
C/C(=N\OC(=O)Nc1ccc(Cl)cc1)c1ccc[nH]1	-1	-3	-4	-2	-16	1	-42	-0.5
Cc1c(C(=O)O)sc2nc(-c3ccc(Cl)cc3)nn12	-3	-3	-3	0	-10	5	-47	-0.1
COC(CNc1ccc([N+](=O)[O-])c(NCC(OC)OC)c1C#N)OC	-3	1	26	10	6	11	-49	-0.4
c1ccc(CN(Cc2ccccc2)c2ncnc3sc(-c4ccccc4)cc23)cc1	2	-4	-2	0	26	-3	-1	-0.4
O=C(NNC(=O)c1ccc(C#Cc2ccccc2)o1)Nc1ccc(OC(F)(F)F)cc1	-19	-7	-4	-2	-3	1	-4	-0.3
O=C(N/C=C/c1ccsc1)Nc1ccccc1C(F)(F)F	14	-6	-5	0	-10	-4	-33	0.3

# Some of these compounds in order of count of non-hydrogen atoms, high to low.
molecule	PME-1 Maybridge	rat GALR2 ag	S1P1 ag	luminol inh ctr	KOR antag MB	TLR4-MyD88 inh	Nox1 inh	NOTCH agonist
COC(=O)C1=CC(C(=O)c2cccs2)=NN(c2ccccc2)C1C(=O)OC (stereo not drawn)	0	-7	-2	8	11	4	-19	0.8
CC(C)CC1NC(=O)N(Cc2ccc([N+](=O)[O-])cc2)C1=O (stereo not drawn)	3	-9	8	-2	-6	0	-23	-0.4
C/C(=N\OC(=O)Nc1ccc(Cl)cc1)c1ccc[nH]1	-1	-3	-4	-2	-16	1	-42	-0.5

# (cont.)
molecule	PME-1 Maybridge	rat GALR2 ag	S1P1 ag	luminol inh ctr	KOR antag MB	TLR4-MyD88 inh	Nox1 inh	NOTCH agonist
O=C1CC2(CCCC2)CC(=O)N1c1cc(Cl)cc(Cl)c1	6	-6	-8	-5	-1	4	20	-0.7
CCOc1c(C)nc(C)c(OCC)c1-c1cccc([N+](=O)[O-])c1	2	-12	-28	2	-27	-2	-22	-0.6
N/C(=N\S(=O)(=O)c1ccc(Cl)c(Cl)c1)c1ccc(Cl)cc1	-6	-5	-10	4	20	·	-58	-0.5
NNS(=O)(=O)c1ccc(Cl)cc1	4	-9	-4	10	-3	-8	13	0.3
Cc1csc(C(=O)O/N=C/c2ccc(C#N)cc2)c1	0	-3	-1	3	4	-7	-6	-0.1
O=c1[nH]c2ccccc2n(-c2ccc(Cl)cc2)c1=O	-5	-7	16	2	10	16	-71	-0.5
NC(=O)c1sc(-c2ccsc2)cc1NC(=O)c1cccs1	-1	-6	-16	3	7	4	-102	-0.4
C/C(=N\N(C)C)c1cc(Cl)cc(Cl)c1O	2	-6	-72	-4	7	-10	-16	-0.4
CCOC(=O)C(C(=O)Cc1ccccc1)c1ccccc1 (stereo not drawn)	4	-7	3	-5	-14	0	-10	0.5
FC(F)(F)c1cc(-c2nccs2)nc2cc(-c3cccs3)nn12	0	-6	0	0	16	1	-13	-0.1
NC(=O)N/N=C/c1coc2ccccc2c1=O	4	-9	1	13	-24	0	8	0.8
O=C1Nc2ccccc2C(=O)C1(O)O	0	-5	-12	-3	8	-11	62	-4.9
OC(CNCc1ccc(C(F)(F)F)cc1)Cn1ccc(C(F)(F)F)n1 (stereo not drawn)	-2	0	-19	2	5	2	-31	-0.6
Cc1ccc(NC(=S)C(C#N)C(N)=O)cc1Cl (stereo not drawn)	5	-4	-4	-3	1	-2	-2	-0.3
CC1=NN(c2ccc(C)cc2)C(=O)C1=C1SCCCS1	2	-2	-4	5	3	9	-31	0.2
C/C=C(\C)C(=O)NC(=S)NNC(=O)c1c(-c2ccccc2)noc1C	3	9	-3	3	-4	6	-56	-0.3
O=C(Nc1ccc(Oc2ccc(OC(F)(F)F)cc2)cc1)c1ccco1	-7	-10	64	5	16	2	-20	-0.2
Cc1noc(C)c1S(=O)(=O)N1CCSCC1	4	-7	-12	-6	0	-3	-4	-0.8
O=C(NCCC1CC1(Cl)Cl)Nc1ccc(Cl)cc1Cl (stereo not drawn)	-2	-5	1	-1	1	-1	-101	-0.5
Cc1oc(C(=O)NC(=O)Nc2cccc(C(F)(F)F)c2)nc1-c1ccccc1	0	-15	35	-1	14	-7	-43	0.2
O=C(Cc1cccs1)Nc1ccc(OC(F)(F)F)cc1	5	-7	5	-1	-2	-5	3	-0.4
CCCNC(=S)NNC(=O)Cc1ccc(Cl)c(Cl)c1	2	-6	13	18	-8	1	-53	-0.7
Cc1nc2cc(S(=O)(=O)C(F)(F)F)ccc2s1	0	-6	-16	-1	3	0	-35	-1.0
O=C(O)c1c2c(nc3ccc(F)cc13)CCCCC2	-1	1	-1	-2	-3	-2	-14	-0.5
Cc1ccc(NC(=S)NCCCNC(=O)c2cccs2)c(C)c1	7	-3	-3	0	-15	8	-13	0.0
Cc1nn(C(=O)c2ccc(Cl)cc2)c(C)c1Sc1ncccn1	2	-4	-5	1	16	-3	-40	0.2
CCOC(=O)N/N=C(\C)c1cccc(NC(C)=O)c1	-1	-6	3	1	-10	6	12	-1.0
O=[N+]([O-])c1ccc(-c2ncn[nH]2)cc1	-2	-2	-11	0	8	4	-29	-0.1
O=C1CC(Sc2ccc(Cl)cc2)C(=O)N1Cc1cccnc1 (stereo not drawn)	-2	-7	5	1	-19	6	-35	-1.1
CCOC(=O)C(=CNNC(=O)c1ccccc1-n1cccc1)C(=O)OCC	-3	-5	12	2	-24	3	-14	-0.6
Cn1ccnc1S/C(=C/C=C(C#N)C#N)c1ccc(Cl)cc1	-4	-15	25	4	20	-5	-25	-1.1
CNC(=O)Nc1cccc2cccnc12	-6	2	46	3	-11	·	-65	-0.5
CCOC(=O)CSc1nnc(-c2cccs2)n1N	7	-4	2	-1	44	13	26	-0.2
OC1c2ccccc2-c2ccccc2C1O (stereo not drawn)	-1	-3	-16	2	-4	-8	-36	-0.8
O=[N+]([O-])c1ccc2c(c1)OCCOCCOCCOCCO2	10	-1	2	-4	-1	0	7	-0.6
O=C(NNc1cc(Cl)cc(Cl)c1)c1cccs1	-3	-4	-10	34	-11	-11	-1	-0.7
O=S(=O)(c1ccc2ccccc2c1)N1CCCN(Cc2c(F)cccc2Cl)CC1	-3	-3	15	1	-2	9	-30	-0.5
N/C(=N/OC(=O)c1ccno1)c1ccc(C(F)(F)F)cc1	-1	-3	19	1	6	9	-77	-1.0
C=C(/C(C)=N/O)c1ccccc1	-2	-5	8	4	4	5	-40	-0.4

# Source: PubChem (The Scripps Research Institute Molecular Screening Center)
